# EPAC1 antag: qHTS for Antagonist of cAMP-regulated guanine nucleotide exchange factor 3 (EPAC1): primary screen. EPAC1 GEF assay, Rap1b-BODIPY-GDP exchange fluorescence. Potency, µM (series often up to 115 µM), without a hit: at the highest dose activity change, negative = inhibition, most hits filed as inhibitors. 0.14% of 360,000 active. AID 720709, 2013;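 note: potency is the fitted concentration of half-maximal effect; plate controls were vehicle for no effect and positive control for full effect; nearly all actives have a fitted effect of over 50% in size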
# Target sequence (O95398 whole entry, looked up): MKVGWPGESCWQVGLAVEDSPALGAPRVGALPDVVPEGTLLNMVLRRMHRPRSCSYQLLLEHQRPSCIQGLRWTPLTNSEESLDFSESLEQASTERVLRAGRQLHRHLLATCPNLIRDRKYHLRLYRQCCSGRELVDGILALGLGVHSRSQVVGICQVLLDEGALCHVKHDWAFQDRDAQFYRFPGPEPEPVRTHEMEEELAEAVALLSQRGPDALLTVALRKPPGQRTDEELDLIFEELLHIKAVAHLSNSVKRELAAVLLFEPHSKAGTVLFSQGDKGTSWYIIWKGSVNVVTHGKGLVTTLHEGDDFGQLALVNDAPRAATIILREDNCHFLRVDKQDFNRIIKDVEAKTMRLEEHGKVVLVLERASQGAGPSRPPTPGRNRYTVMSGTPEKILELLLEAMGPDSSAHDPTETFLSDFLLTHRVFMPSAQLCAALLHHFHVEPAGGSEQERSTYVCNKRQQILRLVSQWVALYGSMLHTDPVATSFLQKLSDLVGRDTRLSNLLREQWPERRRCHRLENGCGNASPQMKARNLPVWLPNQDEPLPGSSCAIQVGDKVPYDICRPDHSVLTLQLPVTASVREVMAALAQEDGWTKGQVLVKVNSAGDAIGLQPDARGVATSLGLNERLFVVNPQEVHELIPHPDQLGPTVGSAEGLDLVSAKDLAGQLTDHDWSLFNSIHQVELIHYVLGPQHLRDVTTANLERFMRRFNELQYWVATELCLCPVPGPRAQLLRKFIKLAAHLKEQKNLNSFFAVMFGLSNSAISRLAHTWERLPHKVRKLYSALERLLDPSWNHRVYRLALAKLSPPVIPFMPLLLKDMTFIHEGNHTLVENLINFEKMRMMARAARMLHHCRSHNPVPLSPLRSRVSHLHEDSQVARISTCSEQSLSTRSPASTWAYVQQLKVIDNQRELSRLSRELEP
# MmCpn inh: Inhibitors of TCP-1 ring complex (TRiC) of Methanococcus maripaludis (MmCpn): qHTS. 0.031% of 330,000 active. purified Mm-Cpn ATPase, ADP Transcreener TR-FRET. Chaperonin Mm-Cpn (Methanococcus maripaludis). Potency, µM (titrated, usually from 76.9 µM), for inactives: at the highest dose activity, negative = inhibition, usual class: inhibitors. AID 504842, 2011; note: potency is the fitted concentration of half-maximal effect; % is set by controls: 0 for no effect and ±100 for the full control effect; nearly all actives have a fitted effect of over 80% in size
#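 Reaction buffer contained 30 mM Tris pH 7.4, 100 mM KCl, 5 mM MgCl2 and 1 mM DTT. Mm-CPN (25 nM final) hydrolysed 10 uM ATP over 30 min at 37°C; ADP was read by HTRF.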
# CCT modulator: High-Throughput Screening for Modulators of Cytosolic Chaperonin Activity; purified chaperonin ATPase assay, HTRF ADP detection, 30 min; activity change, % (no concentration beside the values), hits read low; 0.3% of 360,000 active; in the data active = activity change below about -30%; note: % is set by controls: 0 for no effect and ±100 for the full control effect
#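 ATPase activity: ADP formed was measured by HTRF Transcreener (665/615 nm ratio) after 30 min at 37 deg C with 10 uM ATP. Compounds screened at one 76 uM concentration against 40 or 20 nM TRiC in Tris pH 7.4/KCl/MgCl2/DTT buffer.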
# EPAC1 ag: qHTS for Agonist of cAMP-regulated guanine nucleotide exchange factor 3 (EPAC1): primary screen; Potency, µM (highest dose often 154 µM), inactives show at the top dose activation, usual class: activators; EPAC1 agonist qHTS, biochemical assay; response scale: 100% = response to 6.5 mM cAMP; Rap guanine nucleotide exchange factor 3 (Homo sapiens), O95398; 0.073% of 360,000 active; note: potency is the fitted concentration of half-maximal effect; nearly all actives have a fitted effect of over 60% in size
#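 EPAC1 100 nM, Rap1B–BODIPY-GDP 250 nM, unlabeled GDP 50 uM; compound titration; 5 min RT; kinetic read ex480/em540 at 5-min intervals ×30 min; data normalized to 6.5 mM cAMP agonist control.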
# PLK1 PBD inh: qHTS for Inhibitors of PLK1-PDB (polo-like kinase 1 - polo-box domain): Primary Screen. 2.8% of 360,000 active. AID 720504, 2013. Potency, µM, inactives show max response, negative = inhibition, hits mostly inhibitors. Serine/threonine-protein kinase PLK1 (Homo sapiens), P53350. Plk1 PBD binding of FITC phosphopeptide, fluorescence polarization; note: potency is the fitted concentration of half-maximal effect; series mostly up to about 57 µM; % is set by controls: 0 for no effect and ±100 for the full control effect; nearly all actives have a fitted effect of over 65% in size
# EPAC2 antag: qHTS for Antagonist of cAMP-regulated guanine nucleotide exchange factor 2 (EPAC2): primary screen. EPAC2 GEF exchange of Rap1B-BODIPY-GDP, fluorescence. Potency, µM (titrated, usually from 114 µM), inactives show at the top dose activity, negative = inhibition, actives largely listed as inhibitors. 0.18% of 360,000 active. AID 720708, 2013; note: potency is the fitted concentration of half-maximal effect; % is set by controls: 0 for no effect and ±100 for the full control effect; nearly all actives have a fitted effect of over 45% in size; many of its hits are not listed in these tables
# PI5P4Ka inh: qHTS for Inhibitors of phosphatidylinositol 5-phosphate 4-kinase (PI5P4K) | AID 652105, 2013 | PI5P4Kalpha enzyme, ADP-Glo luminescence, 60 min; active compounds read low | 1.2% of 330,000 active | max response, % | Phosphatidylinositol 5-phosphate 4-kinase type-2 alpha (Homo sapiens), P48426; active = max response of -50% or lower; inconclusive = between -30% and -50%; inactive = -30% or higher; note: value at the top dose of about 77 µM; % is set by controls: 0 for no effect and ±100 for the full control effect
#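 Enzyme plus substrate dispensed, test compounds pinned in, then ATP (5 microM final) added. After 60 min at RT, ADP-Glo reagent 1 for 45 min and reagent 2 for 30 min preceded luminescence imaging.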
# WRN inhibitor: qHTS for Inhibitors of WRN Helicase. 0.46% of 360,000 active. WRN helicase unwinding, fluorescent forked duplex, kinetic. Potency, µM (series often up to 114 µM), for the others: top-dose activity change, negative = inhibition, usual class: inhibitors. AID 651768, 2012; note: potency is the fitted concentration of half-maximal effect; % is set by controls: 0 for no effect and ±100 for the full control effect; nearly all actives have a fitted effect of over 55% in size
#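 Kinetic red-fluorescence monitoring (525/598 nm) tracks WRN helicase activity after 100 nM fluorophore-quencher forked duplex and 2 mM ATP are added to 20 nM enzyme pretreated 15 min at room temperature with compound.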
# Numbers without * were called inactive; ? = inconclusive; / = not tested or not shown; [ ] = another dose, or the depositor's remark. Unless noted, calls come from the whole dose curve; as a rule, active = well fitted curve in the direction sought with a large enough effect; inconclusive = small, poorly fitted or top-dose-only effect, or another doubt; inactive = no such curve, though single readings can be large; an effect the other way counts as inactive or inconclusive.
# Preview:
Compound	EPAC1 ag	EPAC2 antag	WRN inhibitor	MmCpn inh	EPAC1 antag	CCT modulator	PI5P4Ka inh	PLK1 PBD inh
COc1ccc(C2C(=O)N(CCc3ccccc3)CC(=O)N2C2CCCC2)cc1 (centres undefined)	9%	-4%	3%	2%	-2%	1.2	/	-1%
O=C(Oc1ccccc1)c1cccnc1Oc1ccccc1	12%	-13%	-3%	-2%	-5%	-0.8	0	-5%

# Results, repeating the preview:
Compound	EPAC1 ag	EPAC2 antag	WRN inhibitor	MmCpn inh	EPAC1 antag	CCT modulator	PI5P4Ka inh	PLK1 PBD inh
COc1ccc(C2C(=O)N(CCc3ccccc3)CC(=O)N2C2CCCC2)cc1 (centres undefined)	9%	-4%	3%	2%	-2%	1.2	/	-1%
O=C(Oc1ccccc1)c1cccnc1Oc1ccccc1	12%	-13%	-3%	-2%	-5%	-0.8	0	-5%
CC1(C2CC2)NC(=O)N(CC(=O)Nc2ccc(SC(F)F)cc2)C1=O (centres undefined)	-3%	-1%	4%	1%	-13%	-1.1	1	-7%
CCN1C(=O)[C@H]2[C@H]3CN=C(SC)N3[C@@](C)(C(=O)OC)[C@H]2C1=O	-9%	3%	-4%	/	4%	-0.3	2	-15%
Cc1nc2ccccc2nc1OCC(=O)N1CCN(c2ccccc2)CC1	5%	0%	-2%	-14%	-1%	-3.2	0	-1%
CCc1cc(C(=O)Cc2nc3ccccc3[nH]2)c(O)cc1O	-9%	10%	2%	0%	8%	3.3	-7	-2%
Cc1cccc(CNC(=O)C2CCC(=O)N(C3CCCC3)C2)c1 (centres undefined)	-4%	-3%	-4%	-1%	4%	0.7	-1	3%
C[C@H]1CN([C@@H](C)CO)S(=O)(=O)c2ccc(Br)cc2O[C@H]1CN(C)S(=O)(=O)c1ccccc1F	-9%	2%	12%	/	8%	-4.6	-2	0%
O=C(Nc1cc(C(F)(F)F)ccc1N1CCCC1)c1cccnc1	-3%	-6%	-9%	-2%	-11%	-3.9	8	-4%
C=CCNc1sc(C(=O)c2ccc(Br)s2)c(N)c1C#N	2%	27%	-10%	-1%	14%	0.8	/	4%
Cc1occc1-c1nnc(SCc2nnc(-c3ccc(Cl)cc3)o2)n1C	-3%	5%	-5%	0%	8%	0.6	?	3µM*
COc1ccccc1C(=O)NC(=O)COc1ccc([N+](=O)[O-])cc1	2%	-8%	-6%	0%	-1%	1.8	-7	2%
COc1ccc(C(=O)Nc2nnc(SCC(=O)Nc3ccc(NC(C)=O)cc3)s2)c(OC)c1	6%	26%	-3%	1%	16%	-1.1	4	3%
CCOC(=O)C1=NOC(C(=O)NN(C)c2ncc(C(F)(F)F)cc2Cl)C1 (centres undefined)	-1%	0%	0%	-10%	1%	-4.0	1	-12%
CN[C@@H](CO)C(=O)NC[C@H]1O[C@@H](n2cnc3c(N)ncnc32)[C@H](O)[C@@H]1O	-9%	?	-13%	/	-9%	0.5	8	2%
CC(C)CNC(=S)N(Cc1ccco1)Cc1cc2cc3c(cc2[nH]c1=O)OCCO3	-4%	7%	-16%	-1%	6%	-2.5	-15	-12%
COc1ccccc1-c1c(C)oc2cc(OCC(=O)OCc3ccccc3)ccc2c1=O	2%	1%	-6%	-2%	-3%	-0.4	2	0%
Cc1cc(C(=O)NC(=S)Nc2cccc(NC(=O)C(C)C)c2)ccc1[N+](=O)[O-]	2%	-1%	-1%	0%	-5%	-1.5	-7	-11%
O=C(CN1CCN(c2ccccc2)CC1)Nc1ccc(Oc2ccccc2)cc1	23%	-5%	-1%	2%	-3%	-0.3	/	-5%
COc1cnc(-c2ccccn2)nc1Oc1ccc(F)cc1F	0%	?	3%	-6%	-1%	1.3	5	0%
CCN(CC)C(=O)C1=C(C)N(Cc2ccc(OC)cc2)C(=O)C(CC(=O)NCCN2CCOCC2)C1 (centres undefined)	-3%	6%	4%	/	-11%	-1.0	-10	-11%
C[C@H](NC(=O)c1nc[nH]c1C(=O)N[C@@H](Cc1ccccc1)C(=O)OC(C)(C)C)c1ccccc1	-23%	-19%	-15%	/	?	0.0	9	0%
CC(=O)N/C(=C\c1ccccc1)C(=O)OCC(=O)Nc1ccc(C)c(S(=O)(=O)N(C)C)c1	5%	-21%	0%	1%	8%	-1.6	1	-5%
Cc1cc(NC(=O)C2CC(=O)N(c3ccccc3)C2)no1 (centres undefined)	-11%	6%	-3%	-1%	-6%	-2.0	-6	4%
COc1ccc(NC(=O)C2(C)Cc3c(-c4ccc(NC(C)=O)cc4)ccnc3O2)cn1 (centres undefined)	-3%	3%	2%	/	25%	-0.3	2	-2%

# More entries.
Compound	EPAC1 ag	EPAC2 antag	WRN inhibitor	MmCpn inh	EPAC1 antag	CCT modulator	PI5P4Ka inh	PLK1 PBD inh
CCCCN(C)C(=O)c1[nH]c(C(F)(F)F)nc1-c1ccccc1	-10%	9%	-2%	/	13%	-1.3	0	-3%
Cc1ccc(C(=O)NCCc2nnc(SCC(=O)Nc3nc(-c4ccccc4)cs3)n2C)cc1	1%	19%	-8%	0%	21%	0.3	/	1%
Cc1cc(=O)n2nc(-c3ccccc3)sc2c1C#N	1%	-5%	4%	-8%	3%	-1.8	-12	21µM*
O=C(Nc1ccc2c(c1)CCC2)c1ccc(Cl)nc1	5%	-10%	-8%	2%	-9%	-3.2	1	0%
NCCCC[C@H](N)c1nnc([C@H](CCC(=O)O)NC(=O)C2CCNCC2)o1	-4%	14%	5%	/	7%	-0.6	-3	-4%
Cn1c(=O)c2cn(Cc3ccc(Cl)cc3)cc2n(C)c1=O	8%	-1%	-1%	1%	7%	-1.3	/	-2%
COc1ccc(S(=O)(=O)NCc2ccc(C)cc2)cc1	2%	-2%	-6%	0%	-23%	-1.3	/	-2%
O=C(COc1cccc(-n2cnnn2)c1)NC1CCCCC1	2%	20%	0%	-2%	-24%	0.1	-1	4%
CCOC(=O)c1ccc(CNC(=O)Cn2nnc(-c3ccccc3F)n2)o1	3%	14%	5%	4%	11%	-5.2	-4	5%
O=C1c2ccccc2NC(c2ccc(-c3cccc([N+](=O)[O-])c3)o2)N1O (centres undefined)	10%	-8%	-5%	0%	-5%	-0.1	-13	-16%
Cc1nn(-c2ccc(F)cc2)c(-n2cccc2)c1C(=O)N1CCN(C(=O)c2ccco2)CC1	-11%	18%	2%	0%	-8%	-0.7	0	-4%
COC(=O)CSC1=C(C#N)C(c2cccc(OC)c2)CC(=O)N1 (centres undefined)	-6%	-4%	2%	3%	2%	-1.1	2	-10%
Cc1cc(C)c(C#N)c(SCc2[nH]nc3c2C(c2ccc(F)cc2)C(C#N)=C(N)O3)n1 (centres undefined)	15%	-6%	23%	2%	-2%	-1.9	?	-28%
CC(Oc1ccc(Br)cc1)C(=O)NCC(C)(C)N1CCOCC1 (centres undefined)	1%	16%	-6%	1%	-8%	-2.7	5	-7%
CSC1=NC=C(C#N)C2=NC(c3c(Cl)cccc3Cl)NN12 (centres undefined)	-2%	-10%	1%[57.1 µM]	/	-19%	2.2	-1	-20%
Cc1ccc2nc3c(cc2c1)c(NC(=O)c1cccnc1)nn3C	-11%	-7%	-7%	-4%	-3%	0.9	2	2%
O=c1c(Cc2ccccc2)c(O)ccn1Cc1ccco1	1%	1%	-2%	0%	-6%	0.6	1	0%
Cc1cc(C)c2nc(SCC(=O)Nc3ccc(S(=O)(=O)N4CCCC4)cc3)c(C)cc2c1	-5%	11%	-2%	-14%	7%	-0.4	2	-8%
Cc1ccc(S(=O)(=O)CCC(=O)OCC(=O)Nc2sccc2C#N)cc1	-3%	-11%	-2%	/	11%	1.6	-60*	-3%
CSc1nc(C(=O)N2CCCC(C(=O)c3ccc(Cl)cc3)C2)cs1 (centres undefined)	6%	-27%	-13%	-1%	-5%	2.2	7	7%
O=C(CCN1C(=O)[C@@H]2Cc3ccccc3CN2C1=O)NCc1ccc(Cl)cc1	0%	-4%	-5%	2%	-24%	-0.6	0	0%
CC(C)C[C@@H](CNCC(=O)[C@H](Cc1c[nH]c2ccccc12)NC(=O)c1[nH]cnc1C(=O)N[C@@H](C)CN)NC(=O)c1nc[nH]c1C(=O)N[C@@H](C)C(=O)O	2%	17%	0%	/	-4%	1.3	-23	-18%
Cc1ccc(-c2cccc(=O)o2)cc1	-2%	-1%	0%	/	-1%	/	-2	2%
COc1ccc(CN(C)S(=O)(=O)c2nnc(NC(=O)c3cccc(C)c3)s2)cc1OC	-4%	4%	-22%	-4%	-17%	1.8	-14	-14%
Cc1cccn2cc(CCNC(=O)Cc3cccs3)nc12	14%	-10%	-11%	-11%	6%	0.2	3	7%

# New compounds follow:
Compound	EPAC1 ag	EPAC2 antag	WRN inhibitor	MmCpn inh	EPAC1 antag	CCT modulator	PI5P4Ka inh	PLK1 PBD inh
CN1CCCC(OC(=O)c2cc(Cl)cc(Cl)c2)C1 (centres undefined)	8%	2%	5%	2%	9%	-7.3	-2	1%
CC(C)Cc1[nH]c(=O)c(C#N)c2c1COC(C)(C)C2	-4%	-2%	-7%	1%	9%	0.8	-8	-1%
Cc1cc(C)c(C(=O)N(C)C2CCCN(Cc3ccccc3F)C2)o1 (centres undefined)	10%	4%	-1%	0%	8%	-3.5	0	-8%
CCOc1ccc(S(=O)(=O)c2cn(C)c3cc(OC)c(OC)cc3c2=O)cc1	8%	5%	-5%	-3%	11%	0.5	0	-14%
C[C@@H](O)[C@@H]1NC(=O)c2cc([N+](=O)[O-])cc(I)c2NCC[C@@H](C(N)=O)NC(=O)CNC1=O	-6%	-6%	10%	0%	4%	-1.1	3	-20%
Cc1onc(-c2ccccc2Cl)c1C(=O)NC(=S)Nc1ccc(C(C)(C)C)cc1	-8%	-26%	-8%	2%	-16%	3.8	2	3%
Cc1ccc(C(=O)C2CC2)cc1C	5%	3%	-8%	/	?	1.1	7	-2%
COc1ccccc1CNC(=O)CN(c1cccc([N+](=O)[O-])c1)S(C)(=O)=O	-5%	-3%	12%	-30%	7%	1.0	0	3%
CCOC(=O)NC(=O)CSc1nc(C)cc(C(F)(F)F)c1C#N	1%	4%	-2%	-1%	-6%	-0.3	/	6%

# These rows are one share of the data; count on the stated rates, not on these rows.
